Screens as filed in PubChem.
PKA inh: inhibitors of human protein kinase A | inhibition, % at 6 µM | PKA Kemptide phosphorylation, Kinase-Glo ATP luminescence | P17612 | 65,000 compounds, 0.1% hits;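 active means inhibition above the screen-wide mean inhibition plus 3 SD, cut at about 21% in these data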; further: many of its hits are not listed in these tables
HEK293 NFkB inh: lowers PMA/ionomycin-induced NF-kB signal in HEK293 cells; HEK-293 NF-kB luciferase reporter, luminescence; 62,000 compounds, 0.21% hits; inhibition, % at 3 µM;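 active means inhibition above the mean of all tested compounds plus 3 SD, cut at about 40% in these data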;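 further: 0% = stimulated DMSO wells and 100% = 10 µM reference inhibitor 5653914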
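Timing: 1 h pretreatment, 16 h stimulation, 37 °C; system: HEK-293 cells with stable firefly luciferase reporter driven by four HIV NF-kB elements; doses: 3 µM once, 0.30% DMSO; measured by: luciferase luminescence; control set: DMSO and 10 µM reference inhibitor; repeats: single test; reagent: PMA plus ionomycin mix as NF-kB-activating stimulus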
ROCK2 blocker: inhibitors of human Rho kinase 2; 60,000 compounds, 0.35% hits; AID 604; purified ROCK2, Kinase-Glo ATP depletion luminescence; O75116; inhibition, % at 6 µM;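 active means inhibition above the screen-wide mean inhibition plus 3 SD, cut at about 18% in these data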;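 further: plate controls were DMSO wells for no effect and Y-27632 control wells after no-enzyme background subtraction for full effect; many of its hits are not listed in these tables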
MMP13 inh: MMP13 (human) collagenase inhibition; MMP-13 fTHP FRET cleavage, Mca fluorescence; inhibition, % at 4 µM; 65,000 compounds, 0.07% hits;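 active means inhibition above the mean of compound-free control plate wells plus 3 SD, cut at about 14% in these data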;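 further: 0% = DMSO wells and 100% = wells with reference MMP-13 inhibitor after basal subtraction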
DUSP1 inh: inhibitors of human MKP-1 phosphatase. recombinant MKP-1, OMFP hydrolysis fluorescence. inhibition, %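 (compounds tested at a single concentration somewhere between 10 and 100 µM)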. AID 374. 65,000 compounds, 0.15% hits;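 active means inhibition above about 50%, limit read from the data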;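 further: 0% = DMSO max control wells and 100% = wells with enzyme stopped by NaOH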
Target sequence (P28562 whole entry, looked up): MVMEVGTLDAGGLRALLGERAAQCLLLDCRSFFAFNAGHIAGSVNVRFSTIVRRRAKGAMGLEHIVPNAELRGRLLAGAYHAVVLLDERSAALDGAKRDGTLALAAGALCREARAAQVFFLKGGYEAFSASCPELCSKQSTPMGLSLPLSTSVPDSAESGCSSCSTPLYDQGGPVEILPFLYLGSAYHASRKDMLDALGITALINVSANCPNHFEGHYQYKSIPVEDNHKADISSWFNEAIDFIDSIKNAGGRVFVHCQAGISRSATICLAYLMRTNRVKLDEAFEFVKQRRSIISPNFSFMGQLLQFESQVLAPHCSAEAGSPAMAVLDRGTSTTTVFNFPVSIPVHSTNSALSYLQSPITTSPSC
Jurkat viability: cytotoxicity toward Jurkat cells | inhibition, % at 4 µM | Jurkat E6.1 viability, ATP luminescence, 48 h | 56,000 compounds, 1.2% hits;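 active means inhibition above the mean inhibition of all tested compounds plus 3 SD, cut at about 28% in these data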
Cdc25B block: human M-phase inducer phosphatase 2 inhibition; inhibition, %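 (compounds tested at 10 µM final in the well)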; AID 368; P30305; 65,000 compounds, 0.1% hits; recombinant Cdc25B, OMFP fluorescence Ex485/Em525; in the data active means inhibition above about 50%
TNAP act DEA: activates human TNAP at intermediate phosphate acceptor concentration; P05186; 64,000 tested, under 10 active; activation factor at 20 µM; AID 813; purified TNAP, CDP-star luminescence, 100 mM DEA, 30 min; hits give high values; scale: 0 levamisole-inhibited, 1 vehicle-only enzyme;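 active means activation factor of at least 2 at 20 µM, relative to controls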
Target sequence (P05186 whole entry, looked up): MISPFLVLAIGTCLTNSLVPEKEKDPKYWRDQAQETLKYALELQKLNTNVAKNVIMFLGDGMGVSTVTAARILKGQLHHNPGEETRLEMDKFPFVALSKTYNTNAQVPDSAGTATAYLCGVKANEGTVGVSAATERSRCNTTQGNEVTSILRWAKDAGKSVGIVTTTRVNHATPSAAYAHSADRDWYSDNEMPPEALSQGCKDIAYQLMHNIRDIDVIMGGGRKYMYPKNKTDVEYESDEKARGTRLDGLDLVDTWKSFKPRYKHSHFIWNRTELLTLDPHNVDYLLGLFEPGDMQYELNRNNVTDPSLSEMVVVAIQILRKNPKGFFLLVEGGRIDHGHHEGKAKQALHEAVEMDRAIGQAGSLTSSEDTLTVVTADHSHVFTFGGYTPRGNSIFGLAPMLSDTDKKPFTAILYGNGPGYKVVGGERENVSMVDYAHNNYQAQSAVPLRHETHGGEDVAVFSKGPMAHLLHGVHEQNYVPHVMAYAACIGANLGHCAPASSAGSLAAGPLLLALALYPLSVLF
JNK3 inh: blocks human JNK3 kinase activity. P53779. purified JNK3 kinase activity, HTS. inhibition, % at 8 µM. 60,000 compounds, 0.61% hits; in the data active means inhibition above about 17%;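 further: 0% = DMSO and 100% = reference inhibitor; many of its hits are not listed in these tables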
Numbers without * were called inactive; i = inactive; . = no result given; [ ] = dose if it differs, or a comment. An unsorted share of the library (roughly 1.9% active in at least one column).

SMILES | PKA inh | HEK293 NFkB inh | ROCK2 blocker | MMP13 inh | DUSP1 inh | Jurkat viability | Cdc25B block | TNAP act DEA | JNK3 inh
Cn1c(=O)c2c(SCC(=O)N3CCCc4ccccc43)nc(C3CC3)nc2n(C)c1=O | 0 | -2 | -7 | 1 | 10 | 2 | -9 | 0.8 | -2
c1ccc(Cn2ncc3c2ncn2nc(-c4ccncc4)nc32)cc1 | 48* | 3 | 9 | 2 | -6 | -4 | -7 | 0.8 | -3
COc1ccc(-c2cc(C(=O)NCCc3ccccc3)no2)cc1OC | 9 | 1 | 3 | -4 | -8 | -3 | -12 | 0.8 | 0
Cc1nnc(NC(=O)CSc2nc3c(c(=O)n2CCc2ccccc2)SC(C)C3)s1 (configuration not stated) | 12 | 3 | 4 | -3 | -2 | 3 | 6 | 1 | 7
O=c1c2cc(N3CCOCC3)ccc2[nH]c(=S)n1CCN1CCCC1 | 8 | 25 | . | -7 | 4 | . | -3 | 0.9 | .
Cc1ccc(Cn2ccc(NC(=O)c3cc(-c4cccs4)on3)n2)cc1 | 2 | 0 | 4 | -1 | -3 | -1 | -12 | 0.8 | 0
CC1CCCC(C(=O)OCc2ccccc2)N1 (configuration not stated) | 10 | 11 | 7 | -3 | -6 | -1 | -1 | 1 | 5
CCNc1nc(C)c2cc(Br)c(=O)n(CC)c2n1 | 4 | 32 | 4 | i[fluorescence artefact?] | 5 | 6 | -1 | 0.9 | 12
N#Cc1nc(COc2ccc(Br)cc2)oc1N1CCCC1 | 3 | . | 2 | 2 | -14 | . | 18 | 0.8 | 5
CCOC(=O)C1CCN(C(=O)Cn2cc(C#N)c3ccccc32)CC1 | 4 | 6 | 0 | -7 | 3 | -1 | -1 | 0.9 | -5
Cc1sc2nc(SCC(=O)Nc3c(C)n(C)n(-c4ccccc4)c3=O)n(C)c(=O)c2c1C | -2 | 16 | -5 | -1 | 22 | 16 | 5 | 0.8 | -7
CCCC(=O)NC(C)C(c1cccs1)N1CCN(c2ccccc2)CC1 (configuration not stated) | 10 | 14 | 9 | 3 | 6 | 0 | -15 | . | 0
Cc1ccc(SCCC(=O)N2CCCC2)cc1 | -1 | 12 | 3 | 5 | -4 | 3 | -15 | 0.9 | 1
COc1ccccc1C(=O)N1CCN=C1SCc1cccnc1 | 5 | 13 | 1 | 0 | 4 | 7 | 6 | 0.9 | -8
CCOC(=O)COc1ccc(S(=O)(=O)NCc2ccncc2)cc1 | 0 | 7 | 4 | -4 | 4 | 4 | -8 | 0.9 | -5
CCCS(=O)(=O)N1CCCC(C(=O)NCCCN2CCN(c3ccc(F)cc3)CC2)C1 (configuration not stated) | 7 | 1 | 7 | -2 | 3 | 7 | 6 | 1 | -5
CCCCC(C(=O)O)C(C)CC(=O)Nc1ccn(-c2ccccc2)n1 (configuration not stated) | 3 | 18 | 3 | 3 | -10 | -1 | -4 | 0.9 | 1
COc1cccc(C2C(C(=O)OC(C)C)=C(C)Nc3ncnn32)c1 (configuration not stated) | 2 | 6 | 4 | 1 | -3 | -7 | 0 | 1 | 2
N#C/C(=C\Nc1ccc2c(c1)OCCO2)c1nc2ccccc2[nH]1 | 4 | -3 | -3 | -2 | 4 | 7 | 1 | 0.9 | -9
CCOC(=O)C1CCN(C(C(=O)Nc2ccc3c(c2)OCCO3)c2ccccc2)CC1 (configuration not stated) | 1 | 12 | 0 | 4 | -20 | 4 | -6 | 0.9 | 0
CCN(CC)S(=O)(=O)c1ccc(NC(=O)Cn2c(=O)oc3ccccc32)cc1 | 2 | 14 | . | 0 | 29 | . | -13 | 0.9 | .
NC(=O)C1CCN(C(=O)CN2CCc3ccccc32)CC1 | 12 | 13 | 8 | -2 | 11 | -3 | -6 | 0.9 | -9
COc1ccc(OC)c(NC=C2C(=O)OC(C)(C)OC2=O)c1 | -4 | 3 | 0 | 1 | 7 | 9 | -1 | 1.1 | -13
C=CCOc1ccc2c(c1)c(S(=O)(=O)c1ccc(C)cc1)cn2COC | 6 | 14 | -9 | -14 | -4 | 6 | -16 | 0.9 | -1
Cc1ccc(C(C)C)c(OCCn2c(=O)oc3ccccc32)c1 | 0 | 18 | 5 | 0 | 0 | 9 | -4 | 0.9 | -2
CC1C=CCC2C(=O)N(c3cccc(C(=O)N4CCN(c5ccc(F)cc5)CC4)c3)C(=O)C12 (configuration not stated) | 1 | 16 | 1 | 4 | 35 | 8 | -6 | 1.1 | -9
Cc1ccc(C)c(S(=O)(=O)C(C#N)c2nc3ccccc3nc2N2CC(C)OC(C)C2)c1 (configuration not stated) | 6 | 2 | 5 | -9 | 15 | -5 | 2 | 0.8 | 3
CN1CCc2ccccc2C1C1CCNCC1 (configuration not stated) | 10 | 11 | 9 | -4 | 12 | -3 | 0 | 0.9 | -3
Cc1nn(CCc2nc(-c3ccco3)cs2)c2[nH]c(=O)cc(C(F)(F)F)c12 | 8 | 14 | 3 | -5 | 6 | 1 | 0 | 0.9 | 7
COc1cccc(-n2c(C)nc3c(cnn3-c3ccc(Cl)cc3)c2=O)c1 | 8 | 24 | 3 | 0 | 3 | 0 | 6 | 0.9 | -4
CCN(CC)S(=O)(=O)c1ccc2oc(C(=O)N3CCCCCC3)c(C)c2c1 | 2 | 10 | . | 2 | 5 | . | -16 | 0.9 | .
CC(C)OCCCn1c(=N)c(C(N)=S)cc2c(=O)n3ccccc3nc21 | 1 | . | -7 | -181[fluorescence artefact?] | -9 | . | 8 | 0.6 | 3
COc1ccc(S(=O)(=O)N2CCCC2C(=O)Nc2nccs2)cc1 (configuration not stated) | 7 | 17 | 8 | 3 | -7 | -10 | -1 | 0.9 | -38
CCCC(c1nnnn1C(C)(C)CC)N(CCCO)Cc1cc2cc(C)cc(C)c2[nH]c1=O (configuration not stated) | 11 | 7 | 8 | -16 | 27 | -6 | -12 | 0.8 | -6
COc1ccc(OC)c(C(C)NC(C)=O)c1 (configuration not stated) | 11 | 16 | 4 | 8 | 5 | -2 | -12 | 1 | 2
CC(C)(C)C(=O)NC(C(N)=O)=C(Cl)Cl | -2 | 8 | 1 | -8 | 2 | 4 | -3 | 0.9 | 1

An excerpt from above in order of molar mass, lowest first.
SMILES | PKA inh | HEK293 NFkB inh | ROCK2 blocker | MMP13 inh | DUSP1 inh | Jurkat viability | Cdc25B block | TNAP act DEA | JNK3 inh
CCN(CC)S(=O)(=O)c1ccc2oc(C(=O)N3CCCCCC3)c(C)c2c1 | 2 | 10 | . | 2 | 5 | . | -16 | 0.9 | .
Cc1nn(CCc2nc(-c3ccco3)cs2)c2[nH]c(=O)cc(C(F)(F)F)c12 | 8 | 14 | 3 | -5 | 6 | 1 | 0 | 0.9 | 7
CC1C=CCC2C(=O)N(c3cccc(C(=O)N4CCN(c5ccc(F)cc5)CC4)c3)C(=O)C12 (configuration not stated) | 1 | 16 | 1 | 4 | 35 | 8 | -6 | 1.1 | -9
Cc1ccc(C)c(S(=O)(=O)C(C#N)c2nc3ccccc3nc2N2CC(C)OC(C)C2)c1 (configuration not stated) | 6 | 2 | 5 | -9 | 15 | -5 | 2 | 0.8 | 3
CCCC(c1nnnn1C(C)(C)CC)N(CCCO)Cc1cc2cc(C)cc(C)c2[nH]c1=O (configuration not stated) | 11 | 7 | 8 | -16 | 27 | -6 | -12 | 0.8 | -6

(next part)
SMILES | PKA inh | HEK293 NFkB inh | ROCK2 blocker | MMP13 inh | DUSP1 inh | Jurkat viability | Cdc25B block | TNAP act DEA | JNK3 inh
Cc1cc(=O)oc2c(N)c(O)ccc12 | -6 | 4 | -1 | 0 | -12 | 4 | 0 | 0.9 | -17
O=C(OCCCc1ccncc1)c1ccc(S(=O)(=O)N2CCOCC2)cc1 | 10 | 8 | 5 | -6 | 0 | -6 | -14 | 0.9 | -5
CCOC(=O)C1=C(N)OC2=C(C(=O)CCC2)C1c1cccs1 (configuration not stated) | 2 | 12 | -2 | 5 | 9 | 1 | -8 | 0.9 | -1
CCCOC(=O)CSc1nc(N)c(C#N)c(CC)c1C#N | 0 | 8 | -4 | 2 | -6 | 5 | 3 | 0.9 | -1
COc1ccc(OCc2nn3c(-c4ccccn4)nnc3s2)cc1 | -7 | 14 | 4 | 5 | -17 | 2 | -1 | 0.9 | 3
CCCc1cc(=O)[nH]c(SCc2ccccc2)n1 | 4 | 26 | -1 | 4 | -7 | 9 | -2 | 0.9 | -1
COc1ccc(Cc2n[nH]c(=O)c3ccccc23)cc1OC | -5 | 20 | 0 | 3 | 2 | -2 | -9 | 1 | 0
CCC(=O)Nc1ccc(Cl)c(NC(=O)c2cccnc2)c1 | 1 | -5 | 0 | -1 | -8 | -5 | 1 | 1 | 3
O=C(Nc1ccc(CN2CCOCC2)cc1)c1ccc(-c2ccc(Br)cc2)o1 | 2 | 7 | 13 | 5 | 21 | 23 | -3 | 0.9 | 7
CCOC(=O)c1c(C)oc2c1cc(O)c1ccccc12 | 14 | 9 | 3 | 0 | 25 | 0 | -2 | 1 | 1
c1ccc(-c2cc(-c3nc(-c4ccccn4)no3)c3ccccc3n2)cc1 | 5 | 5 | 0 | -3 | 1 | -5 | -10 | 0.9 | 2
O=C(O)CCn1nnc(-c2cccs2)n1 | 9 | 7 | 1 | -2 | 8 | -5 | -1 | 0.9 | 4
CCOc1cc(C2CC(=O)NC(SCC)=C2C#N)ccc1O (configuration not stated) | 2 | 7 | 5 | 0 | 6 | -11 | -6 | 0.9 | -8
CN1CCN(C(c2cccnc2)c2ccc3cccnc3c2O)CC1 (configuration not stated) | 7 | 9 | 2 | 2 | 10 | 2 | -8 | 0.9 | -2
CCC(NC(=O)NCc1ccc2c(c1)OCO2)(C(F)(F)F)C(F)(F)F | 4 | 14 | 0 | 4 | 21 | -1 | -4 | 1 | -8
CC(NS(C)(=O)=O)C(c1cccs1)N1CCN(C)CC1 (configuration not stated) | -1 | 7 | . | 1 | 11 | . | -7 | 0.9 | .
CC(C)(C)N(Cc1cc2ccccc2[nH]c1=O)C(=O)C1CCCCC1 | -3 | 9 | 0 | -1 | -2 | 3 | 0 | 0.9 | -6
Cn1c(=O)c2c(nc(CN3CCCCC3)n2CCc2ccccc2)n(C)c1=O | -2 | 5 | -1 | 3 | -13 | -3 | -5 | 0.9 | -6
CCOc1ccc(C2C(C(=O)O)c3ccccc3C(=O)N2CCN2CCOCC2)cc1 (configuration not stated) | 8 | 5 | 2 | 5 | 10 | -6 | -4 | 1 | -2
COc1ccc(-n2nnnc2SCC(=O)c2ccc3c(c2)OCCO3)c(OC)c1 | 7 | 13 | 5 | 0 | -4 | 0 | -5 | 0.9 | 2
O=C(O)c1cc(-c2ccc(Cl)cc2)n[nH]1 | 4 | 4 | 6 | 1 | 3 | -2 | -6 | 0.4 | -2
CCN(CC)c1ccc(NC(=O)c2cncc(Br)c2)cc1 | 5 | -14 | 8 | -5 | 0 | -2 | -15 | 0.9 | -16
COc1ccc(CNC(=O)c2ccc(CN3CCOCC3)cc2)cc1 | 12 | 3 | 9 | 2 | 1 | -7 | 5 | 0.9 | 3
CCOC(=O)c1sc(-c2ccc(OC)cc2)cc1N | 6 | -48 | 6 | -30 | 18 | -7 | 1 | 0.8 | 1
CC(=O)N1CCc2cc(S(=O)(=O)NCCC(=O)NC3CCN(Cc4ccccc4)CC3)ccc21 | 8 | 15 | 2 | -2 | 0 | -2 | -11 | 1 | 3
Cc1ccc(S(=O)(=O)N2CCN(C(=O)CSc3nc4ccccc4c(=O)[nH]3)CC2)cc1 | -1 | 11 | 0 | 6 | 21 | -10 | 2 | 1.1 | 1
CC1(C)C2CC=C(/C=N/n3cnnc3)C1C2 (configuration not stated) | 8 | 18 | . | 5 | 0 | . | -12 | 0.9 | .
O=S(=O)(c1ccc(-c2ccccc2)cc1)N1CCOCC1 | 6 | 0 | 7 | -1 | 4 | 0 | -2 | 0.9 | 6
CN(C)CCN1C(=O)C(=O)/C(=C(/O)c2ccccc2)C1c1ccccc1F (configuration not stated) | 9 | 15 | 5 | 3 | 8 | -2 | -2 | 0.9 | -1
